# From PubChem
# RXFP1 antagonist = antagonists of human relaxin receptor RXFP1. HEK293-RXFP1, relaxin-stimulated cAMP HTRF, 30 min; active compounds read low. AID 1259400. actives 0.59% (n = 350,000). activity change, negative = inhibition, % at 57.5 µM;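 active = activity change of -60% or lower, but not beyond a set lower limit; inconclusive = change between -60% and -40%, or beyond the set limit; inactive = change above -40%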; note: % is set by controls: 0 for no effect and ±100 for the full control effect
# D2 PAM = positive allosteric modulators of human D2 dopamine receptor | P14416 | HEK293 T-REx D2, calcium flux, EC20 dopamine potentiation | potentiation, % at 10 µM | actives 0.34% (n = 340,000);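 active = potentiation over 3 SD above the plate norm, cut at about 30% in these data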; note: 0% is about no effect
# Target sequence (P14416 whole entry, looked up): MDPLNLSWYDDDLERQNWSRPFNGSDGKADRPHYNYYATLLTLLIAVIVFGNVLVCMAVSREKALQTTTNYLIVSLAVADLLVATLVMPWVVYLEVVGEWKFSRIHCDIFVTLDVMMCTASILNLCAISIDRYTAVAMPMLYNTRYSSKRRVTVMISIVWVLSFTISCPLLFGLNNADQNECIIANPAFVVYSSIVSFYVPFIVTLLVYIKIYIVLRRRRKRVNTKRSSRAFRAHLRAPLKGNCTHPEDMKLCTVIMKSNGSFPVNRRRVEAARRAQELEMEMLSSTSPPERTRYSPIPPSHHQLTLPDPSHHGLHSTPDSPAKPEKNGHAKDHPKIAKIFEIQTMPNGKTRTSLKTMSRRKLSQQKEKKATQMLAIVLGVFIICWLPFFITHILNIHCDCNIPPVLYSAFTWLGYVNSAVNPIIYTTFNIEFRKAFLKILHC
#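 Using a no-wash calcium dye in inducible, force-coupled HEK293 Trex cells expressing D2, we tracked fluorescence each second for 180 s after compound, then for 180 s after EC20 dopamine to detect augmented signalling.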
# TRHR enhancer = TRH receptor (human) allosteric enhancement. P34981. TRHR cells, fluo-8 calcium fluorescence, EC20 TRH enhancement. enhancement, % at 2 µM. actives 0.66% (n = 360,000); in the data active = enhancement above about 30%; note: 0% is about no effect
# Target sequence (P34981 whole entry, looked up): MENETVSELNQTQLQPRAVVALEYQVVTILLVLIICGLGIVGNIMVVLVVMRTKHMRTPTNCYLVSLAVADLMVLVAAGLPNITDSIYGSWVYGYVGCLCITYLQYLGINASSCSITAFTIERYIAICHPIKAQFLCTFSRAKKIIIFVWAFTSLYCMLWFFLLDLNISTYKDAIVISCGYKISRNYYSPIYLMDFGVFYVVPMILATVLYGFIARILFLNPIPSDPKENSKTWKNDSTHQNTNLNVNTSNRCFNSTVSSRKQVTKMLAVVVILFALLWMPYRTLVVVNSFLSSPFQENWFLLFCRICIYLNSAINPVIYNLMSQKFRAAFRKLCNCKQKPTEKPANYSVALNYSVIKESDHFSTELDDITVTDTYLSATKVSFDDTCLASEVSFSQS
#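 TRHR-expressing cells loaded with fluo-8 calcium dye were read kinetically (ex 480/em 530) during compound addition, then stimulated with an EC20 of TRH (10 nM final). Enhancement of the Gq-mediated intracellular calcium response was scored.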
# D2 antagonist = D2 dopamine receptor (human) antagonism; P14416; HEK293 TREx D2 cells, calcium flux, dopamine EC80; actives 2% (n = 340,000); AID 485344; inhibition, % at 10 µM; in the data active = inhibition above about 30%; note: 0% is about no effect
#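 Antagonism is scored as inhibition of an EC80 dopamine-evoked calcium signal in a force-coupled, tetracycline-inducible HEK293 T-REx D2 line, with compound present 180 s before agonist.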
# D1 ag = agonists of human D1 dopamine receptor; actives 1% (n = 360,000); HEK293 T-REx D1 cells, calcium flux, agonist mode; P21728; activation, % at 2 µM; in the data active = activation above about 30%; note: 0% is about no effect
#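 Agonism was scored from calcium flux recorded over 180 s (1 read/s) after pintool compound addition, following a 10-cycle baseline. Cells were inducible force-coupled HEK293 TREx D1, plated overnight at 30 C and loaded with no-wash calcium dye.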
# D2 agonist = D2 dopamine receptor (human) agonism. activation, % at 2 µM. AID 485358. HEK293 T-REx D2 cells, calcium flux agonist mode. actives 0.53% (n = 340,000). P14416;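 active = activation over 3 SD above normal in the single-dose calcium agonist read, cut at about 30% in these data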; note: 0% is about no effect
#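 Calcium-flux readout, 1 cycle/sec over 180 s following compound pin transfer, in inducible HEK293 Trex D2 cells (force-coupled); dopamine controls included. Positive calcium responses during this window marked compounds as potential agonists.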
# D1 potentiator = human D1 dopamine receptor positive modulation; P21728; HEK293 TREx D1 cells, calcium flux, dopamine EC20 potentiation; potentiation, % at 10 µM; actives 0.036% (n = 360,000); in the data active = potentiation above about 30%; note: 0% is about no effect
# RXFP1 ag = activates the human relaxin receptor RXFP1 | HEK293T-RXFP1 cAMP TR-FRET, 30 min; response scale: percent of porcine relaxin response, buffer zero | actives 0.3% (n = 370,000) | Q9HBX9 | Potency, µM (top dose mostly 57.5 µM), for inactives: at the top dose activation, most hits filed as activators; active = well fitted activation curve with a large enough effect; inconclusive = small, poorly fitted or top-dose-only effect; note: potency is the fitted concentration of half-maximal effect; % is set by controls: 0 for no effect and ±100 for the full control effect; nearly all actives have a fitted effect of over 60% in size; many of its hits are not listed in these tables
#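 Agonist response is measured as cAMP accumulation in an RXFP1-transfected HEK293T line under PDE4 inhibition. Values are scaled between buffer-only and 29 nM porcine relaxin, and EC50s come from standard Hill equation fits.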
# D1 antagonist = blocks dopamine activation of the human D1 receptor; HEK293 TREx D1 cells, calcium flux, dopamine EC80; active compounds read low; activity change, negative = inhibition, % at 10 µM; actives 3.2% (n = 360,000); AID 504652; in the data active = activity change below about -30%; note: % is set by controls: 0 for no effect and ±100 for the full control effect
#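 Tetracycline-induced HEK293 Trex D1 cells, force-coupled to calcium, dye-loaded; compounds added and read 180 s, then EC80 dopamine added and calcium flux tracked kinetically another 180 s.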
# * marks the source's active call; other numbers are inactive results; ? = inconclusive; . = not tested or not shown; & = joins results of further samples. These rows are one share of the data. The share of hits here may be higher or lower than overall.
SMILES,RXFP1 antagonist,D2 PAM,TRHR enhancer,D2 antagonist,D1 ag,D2 agonist,D1 potentiator,RXFP1 ag,D1 antagonist
CNc1sc(C(=O)c2ccc(F)cc2)c(N)c1-c1nc2ccccc2s1,-7,-5,9,-13,1,-0.2,6,1.1%,14
Cc1ccc(C(=O)NCC(=O)Nc2ncccc2C)s1,31,10,-4,-13,0,0.0,4,0.3%,1
COc1ccc(-c2cc(C(=O)Nc3cccc(O)c3)no2)cc1,1,4,4,-3,7,1.4,-7,-0.6%,-17
C=CCSc1nnc(NC(=O)CSc2ccccn2)s1,-7,-5,-1,-8,2,-1.3,-5,0.6%,-10
CCn1c(Cc2ccccc2)nnc1SCC(=O)Nc1nc(C)c(C)s1,-1,21,2,-24,3,-2.3,7,-0.4%,35
CCN(CC)C(=O)N1CCN(S(=O)(=O)c2c(C)cc(C)cc2C)CC1,15,.,9,.,3,.,-4,22%,-20
CCOc1ccc(NC(=O)c2cccnc2C(=O)O)cc1,6,-5,15,-24,4,-0.4,1,0.8%,-7
NC(=O)[C@@H]1CCCN1C(=O)c1ccc2nc(Cc3ccccc3F)oc2c1,7,6,-1,13,5,0.8,-2,5.1%,-16
Cc1ccc(-c2cc(C(=O)N/N=C/c3ccccc3O)n[nH]2)o1,?,-20,-4,-9,-2,0.5,2,3.8%,-3
Cc1cccc(CCNS(=O)(=O)c2ccc(S(=O)(=O)NC3CCCC3)cc2)c1,-11,3,-4,10,2,-1.2,-2,-2.1%,0
CC1=C(C(=O)N2CCOCC2)C(c2ccc(Br)cc2)NC(=S)N1c1ccccc1 (configuration not stated),-3,-5,0,6,1,0.3,-5,-2.0%,-42*
Cc1cc(=O)oc2cc(OCC(=O)NCC3CCC(C(=O)O)CC3)ccc12 (configuration not stated),.,4,7,-3,2,-0.8,-1,-1.0%,-3
O=C(c1ccc(S(=O)(=O)N2CCCCCC2)cc1)N1CCN(c2ccccc2)CC1,0,3,0,8,5,0.3,-12,-3.0%,2
O=C(COC(=O)C1=COCCO1)Nc1ccc(OC(F)F)cc1,6,-1,-1,7,3,0.2,-6,3.1%,-15
c1ccc(Cn2nnnc2C(c2cccnc2)N2CCN(C3CCCCC3)CC2)cc1 (configuration not stated),-2,2,-1,22,4,1.1,-2,0.3%,3
Cc1ccsc1CN(C(=O)c1oc2ccc(Br)cc2c1C)C1CCS(=O)(=O)C1 (configuration not stated),-14,11,-2,.,9,3.1,1,1.7%,-13
CCN(CC)CC(C)OC(=O)c1cc(OC)c(OC)c(OC)c1 (configuration not stated),0,0,3,2,3,1.5,1,0.9%,9
Cc1ccnc(-n2c(C)cc(/C=N/NC(=O)COc3cccc4cccnc34)c2C)c1,-16,7,4,-5,3,-1.1,-6,1.9%,11
O=C(Nc1cccc(S(=O)(=O)NC2=NCCCCC2)c1)c1ccc(Cl)cc1,-7,-2,4,-13,0,0.8,-2,-1.2%,6
CCOc1ccc(-c2nnn(CC(=O)N3CCN(c4ccc(F)cc4)CC3)n2)cc1OCC,-16,.,-1,-9,4,0.7,-3,4.7%,4

# The closing four compounds of the section above open the next one:
SMILES,RXFP1 antagonist,D2 PAM,TRHR enhancer,D2 antagonist,D1 ag,D2 agonist,D1 potentiator,RXFP1 ag,D1 antagonist
CCN(CC)CC(C)OC(=O)c1cc(OC)c(OC)c(OC)c1 (configuration not stated),0,0,3,2,3,1.5,1,0.9%,9
Cc1ccnc(-n2c(C)cc(/C=N/NC(=O)COc3cccc4cccnc34)c2C)c1,-16,7,4,-5,3,-1.1,-6,1.9%,11
O=C(Nc1cccc(S(=O)(=O)NC2=NCCCCC2)c1)c1ccc(Cl)cc1,-7,-2,4,-13,0,0.8,-2,-1.2%,6
CCOc1ccc(-c2nnn(CC(=O)N3CCN(c4ccc(F)cc4)CC3)n2)cc1OCC,-16,.,-1,-9,4,0.7,-3,4.7%,4
CC(C)C(c1nnnn1CCc1ccccc1)N1CCC(C(N)=O)CC1 (configuration not stated),5,14,5,1,0,0.3,-1,0.3%,14
C[C@@H]1CC[C@@]23COC(=O)C2=CCC[C@@H]3[C@@]1(C)CC/C(=C/CO)CO,.,-4,-11,2,0,0.0,4,1.5%,6
Cc1cccc(NC(=O)CSCC(=O)Nc2cc(S(=O)(=O)N3CCOCC3)ccc2N2CCCC2)c1,-11,-8,1,-12,0,-0.4,-3,0.1%,4
CC(=O)c1cccc(Nc2nn(-c3ccc(OC(F)(F)F)cc3)nc2C(C)=O)c1,-15,.,4,.,6,0.1,1,1.2%,-5
Cc1ccc(NC2CCCN(C(=O)C3CCCC3)C2)cc1C (configuration not stated),-5,.,-5,.,0,.,-1,-4.7%,-3
O=c1nc2n(c3ncccc13)CCCCC2,-9,3,4,-9,1,0.3,-3,15%,4
O=C(OC1CCOC1=O)c1cc(S(=O)(=O)N2CCOCC2)c(Cl)cc1Cl (configuration not stated),2,-13,0,-31,1,-0.9,-10,-0.1%,-2
CC(C)Nc1cc(N2CCN(C3CCCCC3)CC2)c2noc3c2c1C(=O)c1ccccc1-3,-27,-2,-4,.,0,0.4,0,-1.4%,-3
Cc1cnc(NC(=O)CCCNC(=O)c2ccc(Cl)cc2)s1,10,-5,11,20,4,-0.2,.,0.8%,9
Cc1onc(-c2c(F)cccc2Cl)c1C(=O)N1CCc2ccccc2C1,-5,7,3,-4,9,-3.2,-7,-0.5%,4
CCn1nc([N+](=O)[O-])c(C(C#N)c2nc3ccccc3n2C)c(Cl)c1=O (configuration not stated),-5,-11,12,8,3,-1.2,4,0.0%,-15
Cn1cc([N+](=O)[O-])c(C(=O)Nc2ccc3nc(-c4ccccc4)[nH]c3c2)n1,7,-2,-5,-12,-1,-0.5,-4,2.9%,-4
O=C(CCNc1ccc(Cc2ccncc2)cc1)c1cccc([N+](=O)[O-])c1,10,-2,3,-7,3,1.1,-7,0.8%,-22
O=C(NCCCO)/C(=C\c1ccco1)NC(=O)c1ccco1,4,0,1,-3,3,-0.4,-10,-0.5%,-10
C/C(Cc1ccccc1)=N\NC(=O)CNC(=O)c1ccc(Cl)cc1,-20,-6,5,2,0,0.2,1,-1.2%,-2
COc1ccc(Cn2c(=O)c3oc4ccccc4c3n(Cc3ccc(Cl)cc3)c2=O)cc1,-4,1,3,.,0,0.1,0,-0.1%,-10
Cn1c(CCN2CCN(c3ccccn3)CC2)nc2cc(NC(=O)COc3ccc(Cl)cc3)ccc21,-7,2,-5,37*,10,-0.7,-6,0.5%,-24
Cc1ccc(-c2nc(C)c(CCNC(=O)C(=O)Nc3ccc4c(c3)OCCO4)s2)cc1,.,7,1,.,4,0.8,-4,2.5%,-4
O=C(Nc1ccc2c(c1)CCC2)c1cc2ccccc2o1,-23,-21,-5,-2,1,-0.7,-2,0.8%,-6
CCN(CC(=O)Nc1cccc(OC)c1)CC(=O)Nc1ccc(C)cc1Cl,-19,.,-3,.,0,.,-3,-1.9%,4
CC(C)OC(=O)CC1=NC(=O)CS1,-12,-5,10,6,0,0.9,-1,-1.0%,1
COCC1CCN(Cc2nc(-c3ccc4c(c3)OCO4)no2)C1 (configuration not stated),1,11,-10,-2,2,1.0,3,0.5%,1
CCN(CC)S(=O)(=O)c1ccc(C)c(NC(=O)CN(C)C)c1,0,1,1,5,2,-0.3,-7,-3.0%,11
CCOc1ccc(NC(=O)c2cc(C)nc3ccccc23)cc1,-9,0,1,4,1,0.9,-3,2.5%,0
C=C1C2(C(=O)Nc3ccc(SC(F)F)cc3)CCC(C2)C1(C)C (configuration not stated),-32,9,-8,-8,8,1.1,-7,2.8%,14
COc1ccc(C(=O)NCC(=O)OCC(=O)NC(=O)NC2CCCCC2)cc1OC,-1,-1,-1,-12,1,0.2,-5,-0.3%,5
Cc1ccc(Nc2nc(N)nc(CSc3nc4ccccc4s3)n2)cc1,-16,4&0,-1&7,-8,2&5,0.9&0.2,-1&0,0.5%&0.0%,-4&10
O=C(NC(=S)Nc1ccccc1F)c1ccc(Br)o1,-10,8,-3,4,27,11,-3,2.1%,.
Cc1ccc(S(=O)(=O)Nc2c(C(=O)O)[nH]c3ccccc23)cc1C,-5,6,5,2,2,0.3,-19,2.8%,10
COc1cc(C(=O)NC2CCN(CC(=O)NC3CCCCC3C)CC2)cc(OC)c1OC (configuration not stated),-11,-9,11,26,1,-0.2,-4,-3.1%,-9
O=C(C1CN(S(=O)(=O)c2ccccc2)CCN1S(=O)(=O)c1ccccc1)N1CCCCCC1 (configuration not stated),-5,-7,8,-15,3,-1.4,-4,-1.3%,4
CC(C)(C)OC(=O)N1CCC(c2c(C(=O)N3CCN(C(=O)c4ccco4)CC3)cnn2-c2cccc(Cl)c2)CC1,1&-21,-7&-6,1&-11,-9,1&-1,0.6,-11&1,1.6%&-3.0%,14&4
CCCC1(C)SC(NC(C)=O)=NN1C(C)=O (configuration not stated),-9,6,-6,5,2,1.8,6,0.4%,11
CC(=O)OCC1O[C@@H](O[C@@H]2C[C@H]3C(C)(C)[C@H](OC(C)=O)CC[C@]3(C)[C@H]3CC[C@]45C[C@]4(CC[C@H]5[C@@H](C)C[C@@H](O)[C@H](O)C(C)(C)O)[C@@]32C)[C@H](O)[C@@H](O)[C@@H]1O (some centres not stated),.,3,10,-5,334*,1.3,19,-2.0%,14
CCOc1ccc(NC(=O)CCc2c(C)nc3nc(-c4cc(OC)cc(OC)c4)nn3c2C)cc1,.,3,6,.,1,0.0,-4,-2.2%,17
C=CCNc1nc(NCCN2CCOCC2)nc(N2CCOCC2)n1,4,14,-5,0,2,0.0,-6,0.9%,8
COc1ccc(NS(=O)(=O)c2cc(NC(=O)CCNC(=O)c3ccco3)ccc2OC)cc1,-1,-2,1,7,4,0.4,0,-0.8%,-17
COc1cc(/C=N/Nc2nc(=O)[nH]nc2C)cc(OC)c1O,-11,14,7,2,5,0.1,11,-0.8%,2
CC(C)COc1ccc(C(=O)N/N=C/c2ccoc2)cc1,3,7,5,-13,1,-1.0,-2,0.3%,-12
COc1ccc(Cl)cc1NC(=O)CCS(=O)(=O)c1nc(-c2cccs2)cc(C(F)(F)F)n1,?,-4,-11,.,5,0.8,0,-0.9%,-35*
CC(C)C(C(=O)NCC1CCCO1)N(C(=O)CNS(=O)(=O)c1ccccc1)C1CCCCC1 (configuration not stated),-3,1,1,7,5,2.1,.,1.4%,5
CC(=O)Nc1ccc(NC(=O)c2ccccc2N(C)S(=O)(=O)c2ccc(C)cc2)cc1,0,7,-2,-3,2,0.1,-3,-0.1%,-2
Cc1cccc(CS(=O)(=O)c2ncc(CO)n2C)c1,10,5,0,-42,4,0.1,0,-3.0%,8
